Screening results: PubChem, several laboratories
KCNK3 block = human KCNK3 channel inhibition, primary screen; CHO-KCNK3 thallium flux, FluxOR fluorescence; hits give low values; AID 602410; 340,000 compounds, 0.84% hits; B-score at 10 µM;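 active = B-score under library mean minus 4 SD, starting fluorescence ratio at most library mean plus 5 SD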;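 also: more negative B-score means stronger inhibition of thallium flux through KCNK3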
Target sequence (O14649 whole entry, looked up): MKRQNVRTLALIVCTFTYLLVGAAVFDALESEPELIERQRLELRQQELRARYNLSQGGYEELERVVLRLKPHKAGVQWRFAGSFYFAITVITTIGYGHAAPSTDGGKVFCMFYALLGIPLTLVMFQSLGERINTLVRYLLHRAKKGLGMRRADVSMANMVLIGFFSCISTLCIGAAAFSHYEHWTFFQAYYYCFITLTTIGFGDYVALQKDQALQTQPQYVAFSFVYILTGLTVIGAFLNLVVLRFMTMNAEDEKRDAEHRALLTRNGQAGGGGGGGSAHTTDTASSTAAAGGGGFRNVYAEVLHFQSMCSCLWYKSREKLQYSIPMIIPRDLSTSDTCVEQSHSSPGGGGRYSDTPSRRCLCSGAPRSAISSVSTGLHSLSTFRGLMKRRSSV
SKKanGAS inh = SKKanGAS growth inhibition; S. pyogenes SKKanGAS, kanamycin growth, BacTiter-Glo, 6 h; inhibition, % at 7.5 µM; 300,000 compounds, 1.3% hits; AID 1662;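 active = mean replicate score, as percent of positive control median, at least 50; inconclusive = mean below 50 but one replicate at or above 50; inactive = mean and every replicate below 50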;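 also: strain carries kanamycin resistance gene driven by streptokinase promoter and grows in 40 µg/ml kanamycin; loss of luminescence reflects streptokinase promoter inhibition or plain growth inhibition; 0% = median of DMSO wells and 100% = positive control at its reference dose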
TMEM16A inh = inhibitors of mouse TMEM16A calcium-activated chloride channel | Q8BHY3 | HEK293 TMEM16A/YFP iodide influx fluorescence, ionomycin | normalized B-score (activity score, 25-100; higher = stronger inhibition) at 10 µM | 310,000 compounds, 1.2% hits | AID 588511;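 active = ratio plate-corrected score three or more library SD toward inhibition, starting fluorescence score within five deviations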;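 also: score derived from kinetic fluorescence span divided by baseline fluorescence per well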
TMEM16A act = mouse TMEM16A channel activation, primary screen; Q8BHY3; 340,000 compounds, 0.3% hits; B-score at 10 µM; HEK293 TMEM16A/YFP-H148Q/I152L, iodide quench fluorescence; hits give low values; AID 623877;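 active = fluorescence-ratio B-score plate-corrected deviation score at least 3 library SD below zero, with starting fluorescence score within 5 deviations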;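 also: channel opened by trigger with iodide after compound preincubation; score built on the fluorescence ratio of max minus min over baseline; more negative score means more quench and so TMEM16A activation or potentiation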
RGS4 act = potentiators or activators of RGS4; HEK293 M3R/inducible RGS4, carbachol calcium flux Fluo4; hits give low values; B-score at 10 µM; 310,000 compounds, 0.92% hits;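 active = B-score of the integrated calcium signal more than 4 SD below the library mean, with starting fluorescence not abnormally high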;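 also: negative B-score means reduced calcium response which marks RGS4 activation or potentiation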
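System – HEK293 FlpIn-TREx cells, stable M3R, doxycycline-inducible RGS4 · Reagent – ECmax carbachol challenge · Times – compound preincubation 20 min at room temperature before agonist · Technique – Fluo4 fluorescence kinetic imaging of calcium · Measure – B score of integrated Fluo4 ratio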
hERG protect = shields human hERG channel from block by proarrhythmic agents | CHO-hERG, FluxOR thallium flux, dofetilide IC70 present | Q12809 | 310,000 compounds, 0.51% hits | activation (rescue from dofetilide block), less the hit threshold, % at 10 µM;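 active = activation above the mean of controls blocked by dofetilide plus 5 SD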;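 also: thallium influx through hERG after potassium depolarization seen as dye fluorescence rise; in these data hits start at about 4.7%; inactives centre near -7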
HDAC3 inhib = inhibitors of human histone deacetylase 3; recombinant HDAC3, fluorogenic peptide/trypsin coupled, fluorescence; inhibition, % at 8.3 µM; 320,000 compounds, 0.15% hits; AID 2718; in the data active = inhibition above about 26%, passing the limit was not always enough; inconclusive = no clear call, values can overlap the other calls
KCNK9 inh = blocks the human KCNK9 two-pore domain potassium channel | Q9NPC2 | HEK293 KCNK9, FluxOR thallium flux fluorescence; hits give low values | B-score at 10 µM | 310,000 compounds, 1.2% hits;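 active = ratio B-score over 3 SD below the library mean, with starting fluorescence within 5 SD of its mean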;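 also: negative B-score means less thallium flux so channel inhibition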
KCNQ1 block = inhibitors of human KCNQ1 potassium channel; CHO-K1 KCNQ1, FluxOR thallium flux fluorescence; hits give high values; P51787; AID 2642; B-score at 10 µM; 310,000 compounds, 1.3% hits;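 active = compounds whose thallium flux B-score, printed positive for inhibition, exceeds three library SD while starting fluorescence stays within three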;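 also: channel opened by potassium depolarization with thallium stimulus after 20 min compound exposure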
Target sequence (P51787 whole entry, looked up): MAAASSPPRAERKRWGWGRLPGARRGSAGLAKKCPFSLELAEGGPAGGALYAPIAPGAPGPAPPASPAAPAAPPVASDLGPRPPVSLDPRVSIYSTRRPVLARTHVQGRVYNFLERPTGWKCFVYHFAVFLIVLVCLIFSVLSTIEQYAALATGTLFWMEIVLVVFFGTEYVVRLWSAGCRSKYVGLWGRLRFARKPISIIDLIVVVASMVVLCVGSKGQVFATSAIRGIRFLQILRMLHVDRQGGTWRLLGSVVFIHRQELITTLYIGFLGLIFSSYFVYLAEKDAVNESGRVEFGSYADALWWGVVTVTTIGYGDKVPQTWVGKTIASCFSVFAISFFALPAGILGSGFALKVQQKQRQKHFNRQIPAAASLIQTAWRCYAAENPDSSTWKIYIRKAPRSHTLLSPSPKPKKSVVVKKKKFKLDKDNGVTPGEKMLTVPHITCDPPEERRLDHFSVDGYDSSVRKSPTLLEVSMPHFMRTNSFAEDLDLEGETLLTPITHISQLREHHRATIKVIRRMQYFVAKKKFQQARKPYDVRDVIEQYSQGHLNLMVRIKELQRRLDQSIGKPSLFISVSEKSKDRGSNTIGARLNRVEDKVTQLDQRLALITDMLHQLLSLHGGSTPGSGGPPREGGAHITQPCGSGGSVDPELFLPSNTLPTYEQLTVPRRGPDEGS
KCNQ1 pot = potentiates or activates the human KCNQ1 potassium channel | P51787 | CHO-K1 KCNQ1, thallium flux FluxOR fluorescence; hits give high values | B-score at 10 µM | 310,000 compounds, 0.35% hits | AID 2648;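 active = fluorescence ratio B-score, a plate-corrected score, at least three library SD, with initial intensity B-score within 5 SD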
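Schedule – 37 °C overnight plating, 90-min dark dye load, 20-min compound pretreatment · System – stable KCNQ1 CHO-K1 line · Probe or stimulus – thallium- and potassium-containing depolarizing buffer · Measured by – kinetic FluxOR fluorescence, 10 s baseline plus 110 s post-stimulus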
RGS4 block = human RGS4 inhibition; P49798; HEK293 M3R/RGS4 inducible, Fluo-4 calcium flux; hits give high values; triggered by carbachol at its EC20; B-score at 10 µM; 310,000 compounds, 0.45% hits; AID 463165;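 active = B-score, a plate-corrected calcium signal, over three deviations above library mean, with baseline fluorescence within five deviations of library mean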;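 also: RGS4 expression induced by doxycycline in cells with stable M3 receptor; B-score is computed from the integrated fluorescence ratio over baseline after carbachol; higher B-score means a larger calcium signal and so more RGS4 inhibition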
The depositor's hits bear a star; i = inactive; ? = inconclusive; · = not tested or not shown. Not all compounds are listed; count on the stated rates, not on these rows.

SMILES	KCNK3 block	SKKanGAS inh	TMEM16A inh	TMEM16A act	RGS4 act	hERG protect	HDAC3 inhib	KCNK9 inh	KCNQ1 block	KCNQ1 pot	RGS4 block
CC(C)CCn1c(=O)c(C(=O)Nc2ccccc2S(N)(=O)=O)c(O)c2ccccc21	i	45	i	i	i	-9	4	i	i	i	i
CCc1nc2ccccc2c(=O)n1-c1ccccc1OC	i	2	i	i	i	-4	-4	i	i	i	i
CC(C)Sc1nnc(OC(=O)N(C)C)n1-c1ccccc1	i	-4	i	i	i	-5	4	i	i	i	i
Cc1ccccc1N1CCN(Cc2ccc3c(c2)OCO3)CC1	i	8	i	i	i	-5	4	i	i	i	i
COc1ccc(/C=C2\C(=O)NC(=O)N(CCC3=CCCCC3)C2=O)c(OC)c1	i	-6	i	i	i	4	-4	i	i	i	i
CCOCCc1c(O)[nH]c(=S)[nH]c1=O	i	-6	i	i	i	-6	-20	i	i	i	i
COc1ccc(/C=C2\C(=O)NC(=O)N(Cc3ccccc3)C2=O)c(OC)c1OC	i	1	i	i	i	-8	2	i	i	i	i
CCC(C)NC(=O)CCC(=O)OC1O[C@H]2OC3(C)CC[C@H]4[C@H](C)CCC(C1C)C24OO3 (some centres not stated)	i	2	i	i	i	-2	6	i	i	i	i
CCOCCN1CCC(OC(C)=O)C(C)C1 (configuration not stated)	i	-4	i	i	i	-5	0	i	i	i	i
CSCCC(N=Cc1c(O)n(-c2ccc(Cl)cc2)c(=O)[nH]c1=O)C(=O)OC(C)(C)C (configuration not stated)	i	1	i	i	i	-6	-2	i	i	i	i
O=c1[nH]c(=O)n(Cc2ccccc2)c(O)c1C=NCCCO	i	-1	i	i	i	1	2	i	i	i	i
CC(C)CCNC(=O)c1c(N)n(CC2CCCO2)c2nc3ccccc3nc12 (configuration not stated)	i	14	i	i	i	-11	-9	i	i	i	i
O=C(c1ccco1)c1cn(Cc2ccccc2)c2ccccc12	i	10	i	i	i	-9	16	i	i	i	i
CCCCn1c(N)c(N(CCOC)C(=O)CN2CC=C(c3ccccc3)CC2)c(=O)[nH]c1=O	i	8	i	i	i	-7	2	i	i	i	i
CCN(CC)C(=O)c1ccc2c(c1)C1C=CCC1C(C(=O)O)N2 (configuration not stated)	i	3	i	i	i	-3	-3	i	i	i	i
Cc1nn(Cc2ccc(Cl)cc2Cl)c(Cl)c1C(=O)O	i	-7	i	i	i	-19	-2	i	i	i	i
CCCCS(=O)(=O)N1CCN(C(=N)N[N+](=O)[O-])CC1	i	3	i	i	i	-9	6	i	i	i	i
Cc1cccc(CSc2nc3c(cc2C#N)CN(C)CC3)c1	i	-1	i	i	i	-6	1	i	i	i	i
CC(=O)OC1N=C(c2ccccc2Cl)c2cc(Br)ccc2NC1=O (configuration not stated)	i	2	i	i	i	-4	·	i	i	i	i
CCOc1cccc(C2NCc3ccccc3-n3cccc32)c1O (configuration not stated)	i	9	i	i	i	-5	1	i	i	i	i

Overlap with the part before: 3 entries, then new ones.
SMILES	KCNK3 block	SKKanGAS inh	TMEM16A inh	TMEM16A act	RGS4 act	hERG protect	HDAC3 inhib	KCNK9 inh	KCNQ1 block	KCNQ1 pot	RGS4 block
Cc1cccc(CSc2nc3c(cc2C#N)CN(C)CC3)c1	i	-1	i	i	i	-6	1	i	i	i	i
CC(=O)OC1N=C(c2ccccc2Cl)c2cc(Br)ccc2NC1=O (configuration not stated)	i	2	i	i	i	-4	·	i	i	i	i
CCOc1cccc(C2NCc3ccccc3-n3cccc32)c1O (configuration not stated)	i	9	i	i	i	-5	1	i	i	i	i
CCc1ccc(OCCCN=C(C)c2c(O)n(C)c(=O)n(C)c2=O)cc1	i	-6	i	i	i	-10	0	i	i	i	i
Cc1cc(OCC(=O)NCc2ccc(S(N)(=O)=O)cc2)c2c3c(c(=O)oc2c1)CCC3	i	20	i	i	i	-6	8	i	i	i	i
Cc1nc2cc(C(F)(F)F)ccc2n1C1CCN(Cc2nnnn2Cc2cccs2)CC1	i	-2	i	i	i	-9	-1	i	i	i	i
CN1CCC(O)(c2cccs2)C(C(=O)c2cccs2)C1 (configuration not stated)	i	-2	i	i	i	-18	-1	i	i	i	i
C[C@]12CCC3[C@@H](CCC4=CC(=O)CC[C@@]43CO)C1CCC2=O (some centres not stated)	i	0	i	i	i	-2	3	i	i	i	i
CN1CCN(CC(=O)Nc2ccc(Cl)cc2C(=O)c2ccccc2)CC1	i	4	i	i	i	-13	9	i	i	i	i
Cn1c(O)c(C(=NCCc2c[nH]c3ccccc23)c2ccccc2)c(=O)n(C)c1=O	i	3	i	i	i	-21	3	i	i	i	i
CN1CCC(N(C)c2nc(-c3ccccc3)nc3ccccc23)CC1	i	-2	i	i	i	-10	-4	i	i	i	i
c1ccc2oc(N3CCNCC3)nc2c1	i	-2	i	i	i	-9	1	i	i	i	i
O=C(Cc1ccccc1)OCn1nnc2ccccc2c1=O	i	-6	i	i	i	-1	4	i	i	i	i
CC(C)n1cc(C(=O)N(CC(=O)NC2CCCC2)Cc2ccccc2)cn1	i	-27	i	i	i	-5	0	i	i	i	i
CN1CCN(/N=C/c2c(O)n(Cc3ccc(F)cc3)c(=O)[nH]c2=O)CC1	i	-2	i	i	i	-6	3	i	i	i	i
CCCCN1CCC(O)(c2ccccc2)C(C(=O)c2ccccc2)C1 (configuration not stated)	i	-10	i	i	i	-12	-6	i	i	i	i
O=C(c1cc(-c2cccnc2)nc2ccc(Cl)cc12)N1CCC2(CC1)OCCO2	i	0	i	i	i	-24	12	i	i	i	i
CC(=O)Nc1cc(C(=O)N2CCC3(CC2)OCCO3)ccc1S(=O)(=O)c1ccc(Cl)cc1	i	9	i	i	i	-7	1	i	i	i	i
C/C(=N\NC(=O)c1ccncc1)c1c(O)n(-c2ccccc2)c(=O)[nH]c1=O	i	-1	i	i	i	-10	0	i	i	i	i
N#Cc1ccccc1Cn1cc(C(=O)c2ccccc2F)c2ccccc21	i	-7	i	i	i	-10	-4	i	i	i	i
CCC(=NCc1cc(OC)cc(OC)c1)c1c(O)n(C)c(=O)n(C)c1=O	i	-16	i	i	i	-8	4	i	i	i	i
C=CCN1C(=O)NC(=O)/C(=C/c2cc3c4c(c2)CCCN4CCC3)C1=O	i	1	i	i	i	-14	2	i	i	i	i
O=C(C1CC(=O)N(C2CCCCC2)C1)N1CCC2(CC1)OCCO2 (configuration not stated)	i	-1	i	i	i	-5	-2	i	i	i	i
CCCCP(=O)(O)c1ccccc1	i	1	i	i	i	0	-6	i	i	i	i
Cc1ccc(N2C(=O)NC(=O)/C(=C\c3cc(C)n(-c4cc(C(=O)O)cc(C(=O)O)c4)c3C)C2=O)cc1	i	0	i	i	i	-2	4	i	i	i	i
CC1(C)CC(CCNCc2ccc3c(c2)OCO3)(Cc2ccccc2)CCO1 (configuration not stated)	i	-1	i	i	i	-7	?	i	i	i	i
Cc1cc(C)[n+](CCCC[n+]2c(C)cc(C)cc2C)c(C)c1	i	-2	i	i	i	-5	10	i	i	i	i
CCOC(=O)c1c(/N=C/C2C(=O)NC(=S)NC2=O)sc2c1CCC2	i	6	i	i	i	-8	4	i	i	i	i
O=c1[nH]c(=O)n(Cc2ccc(F)cc2)c(O)c1C=NCCCn1ccnc1	i	-14	i	i	i	-13	-4	i	i	i	i
CC(C)c1ccc(N=Cc2c(O)n(C3CC3)c(=S)[nH]c2=O)cc1	i	4	i	i	i	-4	-3	i	i	i	i
CCC(C)n1c(O)c(/C=N/Nc2ccccc2)c(=O)[nH]c1=S (configuration not stated)	i	?	i	i	i	-6	1	i	i	i	i
CC(C)NC(C)C(=O)c1ccc2ccccc2c1 (configuration not stated)	i	-6	i	i	i	-8	-11	i	i	i	i
Cc1cc(OCC(=O)NCC2CCC(C(=O)O)CC2)c2c3c(c(=O)oc2c1)CCC3 (configuration not stated)	i	8	i	i	i	-5	-37	i	i	i	i
CC(=O)N1CCCSC1=Nc1ccccc1	i	-7	i	-30*	i	-4	1	i	i	i	i
CC(=O)N1CCC2(CC1)CC(=O)c1cc(OCC(=O)N3CCN(C)CC3)ccc1O2	i	3	i	i	i	-10	-17	i	i	i	i
COc1ccc(-n2c(/C=C3\C(=O)Nc4ccccc43)nc3ccccc3c2=O)cc1	i	7	i	i	i	-10	-7	i	i	i	i
CCCCCCn1c(=O)c(C(=O)Nc2cccc(C)n2)c(O)c2ccccc21	i	-3	i	i	i	-1	-1	i	i	i	i
C/C(CC(c1ccccc1)c1c(O)c2ccccc2oc1=O)=N\Nc1ccc([N+](=O)[O-])cc1[N+](=O)[O-] (configuration not stated)	i	-5	25*	i	i	-21	5	i	i	i	i
O=C1N=c2ccccc2=C/C1=C\c1c(O)[nH]c(=S)[nH]c1=O	i	-5	i	i	i	-4	7	i	i	i	i
C=CCn1c(O)c(C(CC)=NCCCO)c(=O)[nH]c1=O	i	-3	i	i	i	-4	4	i	i	i	i
COc1c(C)cc(C(=O)C2CCCN(C3CCOCC3)C2)cc1C (configuration not stated)	i	-1	i	i	i	-8	4	i	i	i	i
CCOC(=O)c1c(C)n(Cc2ccccc2)c2ccc(OCC(O)CN3C(=O)CNC3=O)cc12 (configuration not stated)	i	0	i	i	i	-5	5	i	i	i	i
O=c1c2ccccc2nc(CN2CCCCCC2)n1-c1ccc(F)cc1	i	0	i	i	i	-7	4	i	i	i	i

Compound profiles (already shown). Order of screens: KCNK3 block | SKKanGAS inh | TMEM16A inh | TMEM16A act | RGS4 act | hERG protect | HDAC3 inhib | KCNK9 inh | KCNQ1 block | KCNQ1 pot | RGS4 block
CCCCCCn1c(=O)c(C(=O)Nc2cccc(C)n2)c(O)c2ccccc21 is listed with i | -3 | i | i | i | -1 | -1 | i | i | i | i
COc1c(C)cc(C(=O)C2CCCN(C3CCOCC3)C2)cc1C (configuration not stated) is listed with i | -1 | i | i | i | -8 | 4 | i | i | i | i
